DAX1 inh-1 = inhibitors of human orphan nuclear receptor DAX1 (NR0B1); HEK293 Gal4-DAX1 luciferase reporter, luminescence; inhibition, % at 6.75 µM; 0.99% of 340,000 active; AID 504766;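 active = inhibition above the mean over all tested compounds plus 3 SD, cut at about 4.2% in these data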;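 note: 0% = DAX1-transfected cells with DMSO and 100% = empty-vector control cells with DMSO; inhibition shows as a rise in luminescence from relieved DAX1 repression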
Target sequence (P51843 207-470 limits assumed): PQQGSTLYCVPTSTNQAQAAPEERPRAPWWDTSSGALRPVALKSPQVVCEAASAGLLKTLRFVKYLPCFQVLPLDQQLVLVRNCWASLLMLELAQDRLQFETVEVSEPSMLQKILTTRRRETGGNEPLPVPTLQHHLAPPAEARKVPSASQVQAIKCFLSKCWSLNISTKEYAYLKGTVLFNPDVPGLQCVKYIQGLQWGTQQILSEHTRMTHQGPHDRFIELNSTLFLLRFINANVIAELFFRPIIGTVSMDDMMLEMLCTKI
PLCg1 inh = PLC-gamma1 (human) inhibition, primary screen; purified PLC-gamma1, fluorogenic substrate, fluorescence; 0.84% of 370,000 active; inhibition, % at 12.2 µM; AID 720700; P19174; in the data active = inhibition above about 9.5%
hgDAF12 agonist = activates the H. glycines DAF-12 receptor ligand-binding domain; activation, % at 6.8 µM; HEK293 GAL4-hgDAF12 UAS-luciferase reporter, agonist luminescence; normalized to butyrate control; AID 687014; 1.8% of 370,000 active;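 active = activation above a cutoff set at the mean of all screened compounds plus 3 SD, cut at about 10% in these data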;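 note: 0% = DMSO wells and 100% = sodium butyrate wells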
Rev-erbA mod = Rev-erb alpha (human) modulation; Rev-erbα–FITC-DNA binding, fluorescence polarization, 90 min; activity, % at 10 µM; 0.79% of 370,000 active; AID 1259318; P20393;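 active = activity above about 14%, limit read from the data; passing the limit was not always enough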;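 note: 0% = DMSO wells with 35 nM protein and 100% = DMSO wells with 750 nM protein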
Target sequence (P20393 whole entry, looked up): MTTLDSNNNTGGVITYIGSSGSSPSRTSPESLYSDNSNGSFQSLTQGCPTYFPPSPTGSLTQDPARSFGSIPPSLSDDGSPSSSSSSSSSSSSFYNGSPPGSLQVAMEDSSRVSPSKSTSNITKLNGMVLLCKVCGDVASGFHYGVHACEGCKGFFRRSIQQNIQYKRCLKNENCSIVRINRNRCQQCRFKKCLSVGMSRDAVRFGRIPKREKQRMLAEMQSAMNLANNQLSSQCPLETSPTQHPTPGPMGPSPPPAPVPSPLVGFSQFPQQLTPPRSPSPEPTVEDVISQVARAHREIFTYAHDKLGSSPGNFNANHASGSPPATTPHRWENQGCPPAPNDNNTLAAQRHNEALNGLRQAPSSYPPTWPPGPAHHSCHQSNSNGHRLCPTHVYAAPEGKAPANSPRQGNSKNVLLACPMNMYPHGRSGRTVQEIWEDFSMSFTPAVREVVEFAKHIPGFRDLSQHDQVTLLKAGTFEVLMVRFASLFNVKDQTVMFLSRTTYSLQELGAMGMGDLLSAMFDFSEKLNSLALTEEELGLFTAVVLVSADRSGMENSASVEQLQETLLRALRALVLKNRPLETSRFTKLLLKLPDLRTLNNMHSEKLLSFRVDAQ
hcDAF-12 act = activates DAF-12 receptor from parasite H. contortus | 1.4% of 370,000 active | AID 652067 | HEK293 hcDAF-12 lit1-tk-luc reporter, luminescence; 0% DMSO, 100% Δ7-dafachronic acid | activation, % at 6.8 µM;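 active = activation above the mean of all tested compounds plus 3 SD, cut at about 5.5% in these data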;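 note: 100% = response to 3 µM Δ7-dafachronic acid high control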
ADAM17 inh = inhibitors of human ADAM17; P78536; recombinant ADAM17, EDANS/DABCYL FRET peptide cleavage; inhibition, % at 6.95 µM; 0.83% of 370,000 active; AID 720648;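 active = inhibition above the mean of compounds lying between control limits plus 3 SD, set per campaign, cut at about 8.5% in these data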;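 note: 0% = DMSO-only wells as the low control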
MBD2 DNA inh = inhibitors of human MBD2 binding to methylated oligonucleotide; inhibition, % at 4.4 µM; 0.31% of 370,000 active; Q9UBB5; TR-FRET; in the data active = inhibition above about 13%
PLC-beta3 inh = blocks human PLC-beta3 enzyme activity; AID 720704; 0.18% of 370,000 active; Purified PLC-beta3, fluorogenic substrate, fluorescence; inhibition, % at 12.2 µM; Q01970; in the data active = inhibition above about 11%;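 note: 0% = median of compound wells on plate and 100% = full blocker control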
ssDAF12 agonist = activators of S. stercoralis DAF-12 nuclear receptor | HEK293 ssDAF-12/GRIP1 lit1-tk-luc reporter, luminescence; % of 3 µM dafachronic acid response | activation, % at 6.8 µM | 1% of 370,000 active | AID 652126;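 active = activation above the mean over all tested compounds plus 3 SD, cut at about 0.9% in these data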;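 note: 0% = DMSO-only wells and 100% = 3 µM delta7-dafachronic acid wells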
SMARCA2 activ = SMARCA2 function activation, primary screen; MG213 cells, MMTV-luciferase reporter, dexamethasone, overnight; activation, % at 9.1 µM; 1% of 370,000 active; in the data active = activation above about 7.8%;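 note: 0% = vehicle wells and 100% = reference activator wells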
DAX1 inh-2 = blocks DAX1 repression of SF-1 activated StAR promoter. HEK293T StAR-luciferase reporter, SF-1/DAX-1 repression relief. inhibition, % at 6.8 µM. 1.1% of 370,000 active. AID 652010;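 active = inhibition above the mean over all tested compounds plus 3 SD, cut at about 3.6% in these data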;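 note: 0% = DAX-1 cells with DMSO and 100% = cells lacking DAX-1 with DMSO; higher inhibition means more luminescence from relief of DAX-1 repression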
An asterisk follows results filed as active; . = no result given.

SMILES	DAX1 inh-1	PLCg1 inh	hgDAF12 agonist	Rev-erbA mod	hcDAF-12 act	ADAM17 inh	MBD2 DNA inh	PLC-beta3 inh	ssDAF12 agonist	SMARCA2 activ	DAX1 inh-2
CC(=O)c1cc(-c2ccc(F)cc2)n(CCC(=O)Nc2cccc(C)n2)c1C	-0.7	0	-4.6	-3	-2.0	-3	1	-1	-1.9	-4	-0.6
COc1ccc(-c2cc3ncc(-c4ccccc4)c(N)n3n2)cc1	0.9	-3	25*	2	1.3	1	-6	-14	-0.7	2	6.5*
CC(C)NC(=O)NC(=O)CSc1nncs1	0.4	0	0.7	3	0.7	-1	4	-2	-1.1	-2	0.0
COc1ccc(OCC(O)CNC(=O)Nc2ccc(F)cc2)cc1 (stereo not drawn)	1.5	0	-2.7	5	-0.6	1	-3	-7	-1.2	1	-0.4
COc1ccc2[nH]c(=O)c(CN(CC3CCCO3)C(=S)Nc3cccc(C)c3)cc2c1 (stereo not drawn)	1.0	-10	0.1	9	-0.8	-21	1	-13	-1.8	-1	-0.2
Cc1cc(C)n(-c2ccc(C(=O)NCc3ccc4c(c3)OCO4)cc2)n1	-0.3	-3	-1.0	4	-1.6	-2	-4	-2	-0.5	1	0.4
O=C(C[C@H]1C(=O)N(Cc2ccccc2)C[C@@H]1c1ccc(Br)cc1)Nc1ccc(Br)cc1	0.3	1	0.2	10	-1.4	1	-1	-1	-1.0	-3	-0.4
CC(=O)Nc1cccc(Oc2ccc(-c3noc(C)n3)cc2)c1	-0.5	5	5.2	2	4.1	3	-2	4	0.4	3	1.0
COc1ccc(OC)c(CNC(=O)C2CCCN(S(=O)(=O)N3CC(C)CC(C)C3)C2)c1 (stereo not drawn)	0.6	3	-2.5	-1	-2.9	-5	-6	-5	-0.8	-3	-0.8
O=c1c2ccccc2nc(SCc2nc3ccccc3s2)n1Cc1ccco1	1.1	-3	1.0	2	1.8	-5	5	-3	-0.8	2	0.2
NC(=O)C(c1ccccc1)C1CCCC1 (stereo not drawn)	0.7	6	0.8	0	-0.5	4	0	10	-1.3	-2	0.0
Cc1ccc(Cn2c(SCC(N)=O)nc3c2c(=O)n(C)c(=O)n3C)cc1	-1.1	1	2.1	-1	0.5	-3	1	3	-1.8	-2	0.1
C[C@H](CO)N1C[C@H](C)[C@@H](CN(C)C(=O)Nc2cccc(Oc3ccccn3)c2)OCc2cnnn2CCCC1=O	0.0	0	-1.0	-6	-0.3	-1	-3	0	-0.9	1	0.2
O=C(Cc1ccccc1[N+](=O)[O-])Nc1ccc2c(c1)OCCO2	1.9	5	9.2	1	3.3	0	0	4	-0.5	1	1.1
CCCc1cc(=O)n2nc(N3CCC(C(=O)Nc4cccc(C(C)=O)c4)CC3)sc2n1	0.6	1	-0.6	2	0.1	0	1	-9	-1.1	0	0.8
CN1CCN(C(=S)c2ccc(OCC(=O)Nc3cccc(C(F)(F)F)c3)cc2)CC1	-1.8	0	-2.5	-1	-3.5	-2	-1	2	-1.4	-1	-1.6
CCOC(=O)C1CCN(C(=O)c2sc3ncnc(N4CCC(C)CC4)c3c2C)CC1	-0.1	0	-0.7	3	-2.8	-2	-1	0	-1.8	5	-0.3
Cc1cc(=O)n2nc(N3CCC(C(=O)NCC(C)c4ccccc4)CC3)sc2n1 (stereo not drawn)	0.1	-2	-0.2	-9	-2.0	-1	0	-10	-1.4	-2	-0.3
C/C(=N/NS(=O)(=O)c1ccc(CC(C)C)cc1)c1ccncc1	-1.1	1	-3.5	-2	-3.3	-2	-2	-10	-1.7	-4	-6.9
COc1ccc(CC(=O)NNC(=O)c2ccoc2C)cc1OC	0.0	2	1.7	-1	-0.2	-2	0	-1	-1.2	-1	0.9
Cn1cnc2ccc([N+](=O)[O-])cc2c1=O	1.1	1	-0.4	-1	0.6	-3	3	-3	0.1	2	0.5
Cc1cccc(N(CC(=O)NC(C)(C)C)C(=O)CCC(=O)Nc2nccs2)c1	1.4	-1	-0.4	2	-0.1	-2	2	-4	0.0	0	-0.8
O=C(NCc1ccccc1)[C@@H]1CCCN1C(=O)[C@H]1CCCN1C(=O)c1cc(F)cc(F)c1	.	0	-1.2	-5	2.0	2	0	0	-0.2	-2	-0.8
CCN1C(=O)N(C)C2(c3ccccc3)N(C)C(=O)N(C)C12c1ccccc1 (stereo not drawn)	-0.1	-1	0.1	0	0.2	-4	-2	2	-1.1	0	0.1
CC(C)NC(=O)C1(C)CSCC(=O)N1Cc1cccs1 (stereo not drawn)	.	-1	-1.3	-5	-1.8	-3	-7	0	-1.0	-3	-0.8
COC(=O)c1c(-c2ccc(OC)c(OC)c2)csc1N	-0.4	0	-2.1	-6	0.3	-2	-2	2	-1.5	5	-0.4
Cc1c(C)n(CCC#N)c2ccc(Cl)cc12	0.3	3	-1.8	4	-3.6	2	0	2	-1.9	5	-0.6
CC(C)C(c1nnnn1C1CCCCC1)N1CCCc2ccccc21 (stereo not drawn)	0.1	-3	-1.5	4	-2.1	-2	2	-2	0.0	-4	-0.5
CCOc1cc(C(=O)OCC(=O)Nc2ccc(F)cc2Cl)ccc1OCC(=O)N1CCOCC1	1.5	4	1.6	2	1.9	-4	-2	-1	-0.7	-2	1.9
Cc1ccc(OCCCC(=O)Nc2ccc(Br)cc2)cc1	-0.8	1	-1.4	3	-2.4	3	1	-3	-1.5	-1	-0.2
CN1CCn2cnc(C(=O)NCc3ccc(CNC(=O)OC(C)(C)C)cc3)c2C1=O	.	1	1.4	8	0.4	-5	0	0	-1.2	0	-0.5
CN(C)c1ccc(C(C(=O)NCC2CCCO2)N(C(=O)c2snc(C(N)=O)c2N)c2ccccc2)cc1 (stereo not drawn)	0.8	-5	-0.2	38*	-0.5	-3	0	2	-1.3	-2	0.5
Cc1nc(-c2cccc(NC(=O)c3ccc(Cl)c(S(=O)(=O)N4CCCC4)c3)c2)cs1	-2.9	-4	-1.2	1	-3.5	5	-5	-6	-1.8	-2	-1.9
Cc1ccc(CCNC(=O)CN2CCN(Cc3ccccc3F)C2=O)cc1	0.2	6	-0.7	-1	-1.2	0	1	-1	-0.6	0	0.5
CC(=O)c1ccccc1NC(=O)CCNC(=O)c1ccco1	2.7	-7	0.0	4	0.4	-6	2	-18	-0.8	-3	0.2
S=c1[nH]c2ccccc2o1	0.0	-1	-0.8	10	1.5	0	6	-3	-0.1	-1	0.5

The list goes on, overlapping the part above by two compounds.
SMILES	DAX1 inh-1	PLCg1 inh	hgDAF12 agonist	Rev-erbA mod	hcDAF-12 act	ADAM17 inh	MBD2 DNA inh	PLC-beta3 inh	ssDAF12 agonist	SMARCA2 activ	DAX1 inh-2
CC(=O)c1ccccc1NC(=O)CCNC(=O)c1ccco1	2.7	-7	0.0	4	0.4	-6	2	-18	-0.8	-3	0.2
S=c1[nH]c2ccccc2o1	0.0	-1	-0.8	10	1.5	0	6	-3	-0.1	-1	0.5
CC(=O)N1CCN(Cc2nc(C(c3ccccc3)c3ccccc3)no2)CC1	-0.2	-1	-0.6	1	-0.1	-1	1	0	-1.4	-3	-0.8
CCOC(=O)N1CCC(NC(=S)Nc2ccc3nc(N4CCN(CC)CC4)cc(C)c3c2)CC1	1.7	-42	0.7	-4	-1.9	-45	1	-68	-1.3	5	0.7
CN(CC(=O)Nc1cccc2ccccc12)C(=O)c1ccc(F)cc1F	-0.5	-1	-2.5	2	-0.7	-6	3	-10	-0.9	-3	0.5
CCCn1c(SCC(=O)NNC(=O)c2ccc(C)cc2)nnc1C(C)C	-0.5	-2	1.2	0	-0.5	0	8	-7	-0.6	-2	0.0
Cn1ccnc1Sc1nnnn1-c1ccccc1	2.6	6	2.4	6	1.4	-3	-4	3	-1.0	1	-0.7
O=C(CN1CCc2cc3c(cc2C1)OCCCO3)Nc1ccc(F)cc1	0.1	-4	-0.2	-3	0.8	0	-1	-7	-1.2	-2	-1.1
CCCCC(=O)NC(N1CCCCC1)C(Cl)(Cl)Cl (stereo not drawn)	0.2	0	-0.7	1	0.6	-4	8	7	-1.1	0	-0.2
Cc1nc(NC(=O)COC(=O)C2CC2C)c(Cl)cc1Cl (stereo not drawn)	1.0	-7	-2.1	8	-1.3	-1	5	-11	-0.1	-2	-0.4
COc1ccccc1-c1nc2n(n1)C(c1ccccc1Cl)C(C(N)=O)=C(C)N2 (stereo not drawn)	0.3	-7	-2.9	6	-1.1	-8	3	-11	-1.3	0	0.1
O=C(Nc1nc(-c2ccc(-c3ccccc3)cc2)cs1)c1cc([N+](=O)[O-])ccc1N1CCOCC1	0.4	2	5.0	0	0.3	3	-1	2	-1.1	-2	1.7
COc1cccc(C(=O)COC(=O)C2CC(=O)N(c3ccc(Oc4ccccc4OC)cc3)C2)c1 (stereo not drawn)	0.4	-5	-1.2	-3	-0.1	1	3	-13	-0.9	-1	0.1
COc1cccc(NC(=O)C2(C)CCN2C(=O)CCc2ccc(Cl)cc2Cl)c1 (stereo not drawn)	.	2	-0.2	3	-2.1	4	3	-1	1.6*	-2	0.0

Some entries already given, reduced to ssDAF12 agonist:
SMILES,ssDAF12 agonist
COc1ccc(OC)c(CNC(=O)C2CCCN(S(=O)(=O)N3CC(C)CC(C)C3)C2)c1 (stereo not drawn),-0.8
COc1ccc(-c2cc3ncc(-c4ccccc4)c(N)n3n2)cc1,-0.7
COc1ccccc1-c1nc2n(n1)C(c1ccccc1Cl)C(C(N)=O)=C(C)N2 (stereo not drawn),-1.3
COc1cccc(C(=O)COC(=O)C2CC(=O)N(c3ccc(Oc4ccccc4OC)cc3)C2)c1 (stereo not drawn),-0.9
COc1cccc(NC(=O)C2(C)CCN2C(=O)CCc2ccc(Cl)cc2Cl)c1 (stereo not drawn),1.6*
Cn1cnc2ccc([N+](=O)[O-])cc2c1=O,0.1
Cc1c(C)n(CCC#N)c2ccc(Cl)cc12,-1.9

Next section.
SMILES	DAX1 inh-1	PLCg1 inh	hgDAF12 agonist	Rev-erbA mod	hcDAF-12 act	ADAM17 inh	MBD2 DNA inh	PLC-beta3 inh	ssDAF12 agonist	SMARCA2 activ	DAX1 inh-2
Cc1ccc(C(=O)NCC(=O)Nc2ccc3c(c2)OCCO3)cc1	0.9	-2	-2.4	1	1.0	-1	1	-1	-1.2	3	-1.5
Cc1ccccc1Nc1c(-c2ccncc2)nc2ccc(Cl)cn12	0.3	-214	-5.7	3	-0.1	-35	-1	-296	-1.6	-5	-0.8
C#CCn1c(S(=O)(=O)Cc2ccc(F)cc2)nc(-c2ccccc2)c1-c1ccccc1	-2.6	1	-8.1	5	-2.5	8.7*	-3	1	-2.2	-6	-2.7
COc1nc(Nc2ccccc2F)nc(OC)n1	1.1	-3	-0.4	-1	-0.8	-4	6	-6	-1.0	2	0.0
Cc1ccccc1-n1c(SCC(=O)Nc2ccc3c(c2)OCO3)nnc1-c1ccccn1	-0.6	5	-0.4	1	-1.1	3	-2	2	-1.2	-1	-1.1

Assay outcomes: PubChem, several laboratories
